TNAP inh noacc – human TNAP enzyme inhibitors, primary screen, biochemical, luminescent, no phosphate acceptor, uHTS | inhibition, % at 20 µM | 200,000 tested, 0.26% active | AID 1012, 2008 | Alkaline phosphatase, tissue-nonspecific isozyme (Homo sapiens), P05186 | purified TNAP, CDP-star luminescence, 30 min;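 active = tissue-nonspecific alkaline phosphatase inhibition above about 50% at 20 µM in the single-dose screen, limit read from the data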;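 also: 0% = DMSO negative control and 100% = EDTA positive control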
NF-kB expr up – activators of NF-kB expression in neurons, primary screen, cell-based, HTS | human neuronal cells, NF-kB reporter expression; active compounds read high | fold change at 12.5 µM | 190,000 tested, 1.6% active | AID 1239, 2008; in the data active = fold change above about 3.3
bIAP act – bovine intestinal alkaline phosphatase activators, primary screen, biochemical, bovine IAP, CDP-star luminescence; alkaline phosphatase, intestinal [Bos taurus]; purified bovine IAP, 30 min; active compounds read high; fold of DMSO-control signal, blank-subtracted; activation factor at 20 µM; 200,000 tested, 0.17% active;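 active = activation factor of 2 or more at 20 µM, a signal rise over negative controls twice the positive control's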
TNAP inh hiacc – human TNAP enzyme inhibitors, primary screen, biochemical, luminescent, high phosphate acceptor level, uHTS; Alkaline phosphatase, tissue-nonspecific isozyme (Homo sapiens), P05186; purified TNAP, CDP-star luminescence, 1 M DEA; inhibition, % at 20 µM; 200,000 tested, 0.03% active;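 active = over 50% inhibition of tissue-nonspecific alkaline phosphatase at 20 µM in the single-dose screen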;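 also: plate controls were DMSO wells for no effect and EDTA-quenched wells as full inhibition for full effect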
PMI activator – activators of human PMI, primary screen, biochemical, fluorescence intensity, near-Km mannose 6-phosphate | purified human PMI, coupled resazurin fluorescence, 20 min; active compounds read high; 1 = vehicle control, 0 substrate-free wells | 190,000 tested, 0.005% active | Mannose-6-phosphate isomerase (Homo sapiens), P34949 | activation factor at 20 µM;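 active = activation factor of 2 or more at 20 µM, relative to plate controls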
Target sequence (P34949 whole entry, looked up): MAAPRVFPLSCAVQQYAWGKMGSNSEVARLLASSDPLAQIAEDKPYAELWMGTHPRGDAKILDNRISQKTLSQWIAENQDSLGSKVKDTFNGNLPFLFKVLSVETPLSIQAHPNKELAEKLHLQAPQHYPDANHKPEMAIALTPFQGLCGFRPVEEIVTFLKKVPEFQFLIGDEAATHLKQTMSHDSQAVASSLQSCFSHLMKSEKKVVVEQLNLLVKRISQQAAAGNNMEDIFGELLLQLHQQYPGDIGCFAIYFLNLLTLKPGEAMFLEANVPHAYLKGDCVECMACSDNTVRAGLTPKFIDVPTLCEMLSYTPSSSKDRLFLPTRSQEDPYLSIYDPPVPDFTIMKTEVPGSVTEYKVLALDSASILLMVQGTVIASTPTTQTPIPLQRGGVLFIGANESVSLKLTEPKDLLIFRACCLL
APP 5'UTR act – activators of APP 5'UTR luciferase reporter, primary screen, SH-SY5Y cells; 190,000 tested, 1% active; SH-SY5Y APP 5'UTR luciferase reporter, luminescence; zero percent = DMSO vehicle wells; activation, % at 2 µM; AID 1276, 2008;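 active = activation above a set limit, based on mean plus 3 SD of controls, cut at about 140% in these data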; also: values of inactives mirror those of a sister screen read the other way
TNAP act hiacc – TNAP activators at high phosphate acceptor level, primary screen, biochemical, luminescence, uHTS | Alkaline phosphatase, tissue-nonspecific isozyme (Homo sapiens), P05186 | purified TNAP, CDP-star luminescence, 1 M DEA, 30 min; active compounds read high; 0 = EDTA background, 1 = DMSO-only activity | activation factor at 20 µM | 200,000 tested, under 10 active | AID 1136, 2008;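 active = activation factor at least 2 at 20 µM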
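Assay system: human TNAP; Input: enzyme diluted 1/800 final; Reagent: CDP-star luminogenic substrate at 100 µM final; Timing: 30 min, room temperature; Signal: luminescence; Evaluation: TNAP activation factor scaled between EDTA and DMSO control wells.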
FLuc stim CS – FLuc activators, initial screening, artefact control for FLuc-dependent activation tests, biochemical, ATPlite luminescence; Luciferin 4-monooxygenase (Photinus pyralis), P08659; ATPlite luciferase biochemical, 10 min; 0 = ATP-free wells, 1 = DMSO control; activation factor at 10 µM; 200,000 tested, under 10 active;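 active = luciferase activation factor, scaled between plate controls, of at least 2 with compound at 10 µM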
Target sequence (P08659 whole entry, looked up): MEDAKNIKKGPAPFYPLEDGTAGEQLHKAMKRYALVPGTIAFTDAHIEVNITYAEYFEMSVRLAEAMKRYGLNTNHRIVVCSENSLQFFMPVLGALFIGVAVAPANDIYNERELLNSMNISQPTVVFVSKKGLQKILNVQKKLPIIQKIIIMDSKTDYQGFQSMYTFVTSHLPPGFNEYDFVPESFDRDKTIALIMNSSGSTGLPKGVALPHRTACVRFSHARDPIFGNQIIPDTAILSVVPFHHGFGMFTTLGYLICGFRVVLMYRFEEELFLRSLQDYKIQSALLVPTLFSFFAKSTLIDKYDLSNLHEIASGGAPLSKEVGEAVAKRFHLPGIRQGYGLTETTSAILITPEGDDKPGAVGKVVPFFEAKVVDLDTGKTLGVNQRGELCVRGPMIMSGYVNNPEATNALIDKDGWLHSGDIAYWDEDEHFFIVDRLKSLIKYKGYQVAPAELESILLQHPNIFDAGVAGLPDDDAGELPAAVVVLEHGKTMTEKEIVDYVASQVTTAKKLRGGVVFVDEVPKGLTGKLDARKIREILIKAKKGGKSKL
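Assay system – cell-free luciferase reagent · Medium – PBS-based ATP solution · Dosing – test compounds dosed from 2 mM stocks in 100% DMSO · Timing – 10 min, room temperature · Technique – light output (luminescence) · Measure – luminescence gain marking luciferase activators · Controls – No-ATP low control, compound-free enzyme-plus-ATP high control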
FLuc inhib CS – firefly luciferase enzyme inhibitors, primary screen, artefact control for luciferase-based inhibitor screens, biochemical, luminescence, ATPLite | 10 min | 200,000 tested, 1.5% active | Luciferin 4-monooxygenase (Photinus pyralis), P08659 | inhibition, % at 10 µM | AID 1006, 2008;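 active = inhibition above about 50% when tested at 10 µM, limit read from the data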
PMI act hi M6P – human PMI activators, high substrate, primary screen, biochemical, fluorescence intensity, near-saturating mannose 6-phosphate | Mannose-6-phosphate isomerase (Homo sapiens), P34949 | activation factor at 20 µM | 190,000 tested, 0.34% active | coupled PMI enzyme assay, resazurin fluorescence, 20 min; active compounds read high; 1 = untreated enzyme, 0 = substrate-free blank;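 active = activation factor of 2 or more at 20 µM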
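test system = human PMI in coupled enzyme assay | medium = HEPES-buffered pH 7.4 with magnesium and detergent | also added = 1.0 mM mannose-6-phosphate substrate with 0.22 mM NADP+ | compound = 20 µM single dose | times = 20 min incubation at room temperature | measured by = resorufin fluorescence (Ex 544/Em 590 nm) from resazurin via diaphorase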
Active calls of the source: *; · = not tested or not shown. The order is random (roughly 3.6% active in at least one column).

TNAP inh hiacc	NF-kB expr up	PMI activator	bIAP act	PMI act hi M6P	FLuc inhib CS	TNAP act hiacc	FLuc stim CS	smiles	APP 5'UTR act	TNAP inh noacc
-3	1.4	0.8	0.9	0.9	-5	1	1.1	O=S(=O)(/N=C(/c1ccc(Cl)cc1)N1CCOCC1)c1ccc(Cl)cc1	12	-7
-6	0.94	0.9	0.9	0.8	-3	1.1	1	O=C(COc1ccc2ccccc2c1)Nc1cccc2cccnc12	-14	-30
-6	1.1	1.1	1	1.1	-2	1.1	1	CCn1nnnc1SCC(=O)N1CCCc2ccccc21	0	-13
-8	0.7	1	1	1	3	1.1	1	COc1cc(-c2nnc(SCC3(c4ccccc4)OCCO3)o2)cc(OC)c1OC	3	-8
-2	1	1	0.9	1	1	1	1	CC(NC(=O)c1ccc(F)cc1)c1ccc(F)cc1 (stereo not drawn)	-2	-3
-4	1	0.9	1	0.9	-2	1	1	CCC1Oc2ccc(C)cc2N(CC(=O)NCCN2CCCCCC2)C1=O (stereo not drawn)	5	-10
0	1.1	0.8	1	0.8	-11	1	1.1	CN1CCc2nc(SCc3ccc(C(C)(C)C)cc3)c(C#N)cc2C1	7	-3
-2	1	1.2	1.3	1.1	-6	1	1.1	O=C(/C=C(\O)c1ccc(Cl)cc1)C(=O)NNC(=O)C(O)(c1ccccc1)c1ccccc1	5	-61
-2	0.95	1.1	1	1.1	3	1	1	COc1cc(C(=O)OCC(=O)Nc2ccc(C(C)=O)cc2)ccc1OCC(=O)N1CCOCC1	3	-3
-2	1.2	1	1	1.1	-4	1	1	COc1ccc(S(=O)(=O)N2CCCC2C(=O)Nc2nccs2)cc1 (stereo not drawn)	2	-9
-4	·	1.1	0.9	1.1	3	1	1	Cn1c(SCC(=O)Nc2cc(=O)n(C)c(=O)n2C)nnc1C12CC3CC(CC(C3)C1)C2	·	10
2	1.4	0.9	1	1	2	1	1	Cn1c(SCC2CCCCC2)nnc1-c1ccncc1	-2	-7
2	0.78	0.9	1	0.9	0	1	1	COc1ccc(-c2noc(CCC(=O)NCCCN3CCN(c4ccc(F)cc4)CC3)n2)cc1	2	-3
-6	0.92	1.1	1.1	1.1	-4	1.1	1	Cc1nc(CC(C)C)cc(C(=O)N2CCCC(CNS(=O)(=O)c3cccs3)C2)n1 (stereo not drawn)	-14	-8
-7	1.1	1.2	1	1.1	-5	1.1	1	COc1ccc(C2CC3CC(c4ccccc4)N2O3)cc1 (stereo not drawn)	12	0
-2	0.72	·	1.1	·	-4	1	1	CC1(C)NC(=O)N(CC(O)Cn2c3ccccc3c3ccccc32)C1=O (stereo not drawn)	14	-8
-4	1	1	0.9	1	-9	1	1.1	CCCCOC(=O)Cn1c(=O)n(CC(=O)OCCCC)c2ccccc21	11	0
-5	1.3	0.9	0.9	1	-1	1.1	1	COc1ccccc1NC(=O)CNS(=O)(=O)c1ccccc1	19	-10
4	1.7	0.9	1	1	32	1	0.7	O=C(CSc1ccc(-c2ccccc2)nn1)Nc1ccc2c(c1)OCCO2	16	-20
-4	1.1	1.1	0.9	1.1	-10	1	1.1	Cc1cc(Br)ccc1OCCNCc1ccccc1	-18	-12
-1	1	1	0.9	1	-2	1	1	Cc1nc2cc(C(=O)N3CCc4ccccc43)ccc2n1-c1ccc(F)c(F)c1	-9	-4
-2	1.4	1.1	1.1	1	-2	1	1	CN1CCN(/N=C/c2ccc(N(C)c3ccccc3)cc2)CC1	7	-3
30	0.89	0.7	0.8	0.5	7	0.7	0.9	Cc1cc(=O)[nH]c2c(N=Nc3ccc(O)cc3)c(N)nn12	1	-67
-2	0.31	0.9	0.9	0.9	5	1	0.9	O=C(Nc1cccc(-c2nc3ncccc3o2)c1)c1ccccc1	-1	-8
0	1.2	1	1.1	0.9	-4	1	1	COc1ccc(CN2CCN(C3CCSCC3)CC2CCO)c(C)c1C (stereo not drawn)	8	-5
-1	1.2	1	0.9	1.1	1	1	1	CCC(CC)NC(=O)COC(=O)c1cc(SC)ccc1Cl	11	-8
-1	1.3	1	1	1	0	1	1	Cc1ccnc(NC(=S)NC(=O)/C=C/c2ccc(Cl)cc2)c1	-1	0
-3	1.7	1.7	0.9	2.1*	-2	1	1	C=C1c2ccccc2NC(=O)N1c1ccc(C)cc1	10	-16
-1	1.3	1.1	0.9	1.1	-7	1	1.1	Cc1ccc(C(=O)NCCc2n[nH]c(=S)n2C)cc1	15	3
-4	1.2	1.1	1	1.1	-2	1	1	COCCNC(=O)Cn1c(=O)n(Cc2ccc(C(=O)NCc3ccco3)cc2)c(=O)c2ccccc21	-7	-11
1	0.97	1	0.7	1.1	-5	1	1.1	COCCn1c(SCc2csc(-c3ccccc3)n2)nc2ccccc21	16	-5
-8	0.57	0.9	0.9	1	-2	1.1	1	Cc1ccc(C(=O)NCCSc2ccc(Cl)cc2)cc1S(=O)(=O)Nc1ccccc1	1	-7
0	0.81	1.2	1	1.2	2	1	1	O=S(=O)(Nc1cccc(-c2cn3cccnc3n2)c1)c1ccccc1	-3	7
-5	0.7	0.9	1.1	1	-6	1	1.1	COc1cccc(CN(Cc2cccnc2)S(=O)(=O)c2ccc(-n3cnnn3)c(C)c2)c1OC	4	-12
-5	0.95	1	1.1	0.9	-4	1.1	1	O=C(COc1ccc([N+](=O)[O-])cc1)NCCC1=CCCCC1	-6	-10
-3	1.4	1	1.1	1	-6	1	1.1	Cn1c(=O)n(Cc2ccccc2Br)c2ccccc21	18	-6
2	0.97	0.9	0.8	1	-2	1	1	Cc1ccc(CC(NC(=O)c2ccccc2)C(=O)N2CCCC2C(=O)O)cc1 (stereo not drawn)	-7	4
-5	1	1	0.8	1	-4	1	1	Cc1ccc(NC(=O)c2sc(Cl)nc2-c2ccccc2)cc1C	1	-9
-2	1.1	1.1	0.9	1	-1	1	1	CC(=O)N1CCCc2cc(S(=O)(=O)NC(C(=O)NC3CCCCC3)C(C)C)ccc21 (stereo not drawn)	8	-8
-6	1	0.9	1.1	1	2	1.1	1	COc1ccc(S(=O)(=O)n2c(CCN3CCOCC3)nc3ccccc32)cc1	51	-8
-4	1	1	0.9	0.9	-8	1	1.1	CC1CCc2sc3ncn4nc(C(=O)NCc5ccco5)nc4c3c2C1 (stereo not drawn)	-9	-9
-8	1.2	1.1	1.1	1	-3	1.1	1	CC1=CS(=O)(=O)CC1SC(=S)N(C)C1CCS(=O)(=O)C1 (stereo not drawn)	-6	-8
-3	0.99	1	1	1.1	-9	1	1.1	CC(C)(C)N(C=C(Cl)Cl)C(=O)NC1CCCCC1	-1	-15
-10	1.1	1	0.9	0.8	-5	1.1	1	Cc1ccc(/C=N/NC(=O)CSc2nc3ccccc3s2)o1	-1	-14
-2	1.2	1	1	1	-9	1	1.1	CC(=O)Nc1ccc(S(=O)(=O)NC2(C(F)(F)F)NC(=O)N(C3CCCCC3)C2=O)cc1 (stereo not drawn)	-8	-10
0	·	0.9	0.9	0.7	-6	1	1.1	COc1ccc(NC(=S)Nc2ccc(C)c(Cl)c2)cc1OC	13	-6
-2	0.83	1	1	1	-4	1	1	CN(C)CCSc1nc(-c2ccccc2)nc2c1COC(C)(C)C2	-7	-4
-4	0.7	1	1	1	-1	1	1	O=C1c2sc3nc4c(c(=O)n3c2C(=O)N1c1ccccc1)CCC4	-2	-11
-3	0.97	0.9	0.8	0.9	-8	1	1.1	C=CCOC(=O)C1=C[C@@H](C2CCCCC2)C[C@@H](OCc2ccc(CO)cc2)O1	0	-1
4	1	0.8	0.5	0.9	0	1	1	COc1ccc(N2CCN(c3ccc(N4C(=O)COCC4=O)cc3[N+](=O)[O-])CC2)cc1	0	-3
5	1	1.1	1	1	6	1	0.9	O=NN(CCc1ccncc1)c1ccc(OCc2ccccc2)cc1	2	2
-4	1.5	0.9	0.8	0.9	-9	1	1.1	CCOc1ccc(OCc2ccc(C(=O)N3N=C(C(F)F)CC3(O)C(F)F)o2)cc1 (stereo not drawn)	-17	-13
-1	1.1	1	0.9	1	-3	1	1	Cn1c(=O)c(Cc2ccccc2)c(O)c2ccccc21	-44	-2
-4	0.94	0.9	0.9	1	-6	1	1.1	CC1CN(C(c2ccco2)c2sc3ncnn3c2O)CC(C)O1 (stereo not drawn)	-20	14
-3	1.2	1.1	0.9	1	-3	1	1	O=C(c1ccc(Cl)cc1)c1oc2ccccc2c1CS(=O)(=O)c1ccccc1	-2	0
-9	1.2	1	0.9	1.1	-2	1.1	1	Cc1ccccc1OCC(=O)N/N=C1\SCC(=O)N1Cc1ccccc1	-4	-11
-5	1	1.7	1.2	2.3*	-2	1	1	S=C1NC2(CCCC2)Nc2ccccc21	4	-11
-7	1.5	0.9	0.9	0.9	1	1.1	1	CCOc1cc(/C=N/O)ccc1OCc1ccc(C)cc1	18	-10
32	0.42	0.7	1	0.8	6	0.7	0.9	CCOc1ccc(-c2csc(/C(C#N)=C\c3ccc(O)c([N+](=O)[O-])c3)n2)cc1	-13	16
-4	1.4	1.2	0.9	0.9	4	1	1	CSc1nc2ccc(NC(=O)C3=NNC(=O)CC3)cc2s1	-1	-13
0	1.3	1.3	1	1.3	5	1	0.9	COc1cc(CNCc2cccnc2)ccc1OCC(=O)NC1CCCCC1	8	-1

Entries of single compounds as entered above. Screens in order: TNAP inh hiacc | NF-kB expr up | PMI activator | bIAP act | PMI act hi M6P | FLuc inhib CS | TNAP act hiacc | FLuc stim CS | APP 5'UTR act | TNAP inh noacc
Results for O=NN(CCc1ccncc1)c1ccc(OCc2ccccc2)cc1 = 5 | 1 | 1.1 | 1 | 1 | 6 | 1 | 0.9 | 2 | 2
Results for CCOc1ccc(OCc2ccc(C(=O)N3N=C(C(F)F)CC3(O)C(F)F)o2)cc1 (stereo not drawn) = -4 | 1.5 | 0.9 | 0.8 | 0.9 | -9 | 1 | 1.1 | -17 | -13

Screening data (PubChem)
